From PubChem
SENP6 block – SENP6 protease inhibitors, primary screen, biochemical, luminescence, uHTS; Sentrin-specific protease 6 (Homo sapiens), Q9GZR1; Recombinant SENP6 catalytic domain, aminoluciferin luminescence; inhibition, % at 10 µM; 330,000 compounds, 1.8% hits; AID 2599, 2010;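 active means inhibition above about 50% at the single tested dose, limit read from the data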;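 further: plate controls were DMSO wells with enzyme for no effect and DMSO wells lacking enzyme for full effect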
Target sequence (Q9GZR1 628-1112 limits assumed): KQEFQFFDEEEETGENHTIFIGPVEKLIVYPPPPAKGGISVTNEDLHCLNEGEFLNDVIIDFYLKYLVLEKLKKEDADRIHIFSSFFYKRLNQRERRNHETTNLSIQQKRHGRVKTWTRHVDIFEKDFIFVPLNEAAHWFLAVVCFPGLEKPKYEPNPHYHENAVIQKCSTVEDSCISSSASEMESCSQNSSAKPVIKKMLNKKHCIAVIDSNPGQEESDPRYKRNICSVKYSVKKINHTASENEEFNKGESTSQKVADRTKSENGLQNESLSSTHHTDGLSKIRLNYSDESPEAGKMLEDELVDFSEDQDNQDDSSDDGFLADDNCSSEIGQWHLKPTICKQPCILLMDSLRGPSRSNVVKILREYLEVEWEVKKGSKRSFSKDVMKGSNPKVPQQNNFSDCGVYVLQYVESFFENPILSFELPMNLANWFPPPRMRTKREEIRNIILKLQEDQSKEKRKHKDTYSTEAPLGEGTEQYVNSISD
SENP1 FRET inh – human SENP1 catalytic domain inhibitors, primary screen, biochemical, FRET, uHTS; recombinant SENP1 catalytic domain, CyPet-SUMO1-YPet FRET cleavage; inhibition, % at 10 µM; 360,000 compounds, 0.21% hits; AID 624204, 2012;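 active means inhibition at least 30% at 10 µM, raw YFP signal under a set limit, fluorescence ratio 0.5 to 1.5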;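 further: 0% = enzyme with DMSO and 100% = no enzyme wells; some results filed as inactive read as strong as hits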
Target sequence (Q9P0U3 419-644 limits assumed): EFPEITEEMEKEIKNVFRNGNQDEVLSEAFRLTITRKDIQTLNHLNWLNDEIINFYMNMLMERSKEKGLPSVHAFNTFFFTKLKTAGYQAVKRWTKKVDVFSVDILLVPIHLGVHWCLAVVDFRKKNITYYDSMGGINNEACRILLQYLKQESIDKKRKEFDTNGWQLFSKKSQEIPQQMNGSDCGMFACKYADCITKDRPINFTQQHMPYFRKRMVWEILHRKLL
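Controls: no-enzyme wells low, DMSO-plus-enzyme wells high control. Test system: human recombinant His6-tagged SENP1 catalytic domain enzyme. Reagent: SFCypet-SUMO1-SFYpet FRET protein substrate, 25 nM final. Doses: one dose per compound, 10 µM, 0.5% DMSO. Detection: FRET, CFP and YFP emission. Timing: 50 min reaction at room temperature.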
SENP7 block – SENP7 protease inhibitors, primary screen, biochemical, luminescence, uHTS | Sentrin-specific protease 7 (Homo sapiens), Q9BQF6 | recombinant SENP7, Z-RLRGG-aminoluciferin luminescence, 40 min | inhibition, % at 5 µM | 330,000 compounds, 1.5% hits | AID 434973, 2010;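 active means inhibition above about 50% at the single test dose, limit read from the data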;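 further: plate controls were DMSO with enzyme for no effect and no enzyme buffer wells for full effect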
HKDC1 inhibitor – HKDC1 hexokinase inhibitors, primary screen, biochemical, fluorescence, uHTS. inhibition, % at 20 µM. recombinant HKDC1, G6PDH/diaphorase resazurin coupled fluorescence. AID 493160, 2011. Q2TB90. 340,000 compounds, 0.16% hits;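 active means inhibition above about 35% when tested at 20 µM, limit read from the data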;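 further: plate controls were DMSO wells with enzyme for no effect and DMSO wells lacking enzyme for full effect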
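Assay system: recombinant HKDC1 hexokinase; detection: coupled resazurin fluorescence, excitation 525 nm, emission 613 nm; benchmarks: DMSO-plus-enzyme-mix negative control, buffer-substituted positive control; compound dosing: single 20 µM dose; schedule: 90 min at room temperature in dark; also added: glucose plus 1 mM ATP as hexokinase substrates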
SENP8 block-1 – SENP8 protease inhibitors, primary screen, biochemical, luminescence. purified SENP8, Z-RLRGG-aminoluciferin cleavage. AID 2540, 2010. inhibition, % at 10 µM. 330,000 compounds, 1.2% hits. Sentrin-specific protease 8 (Homo sapiens), Q96LD8; in the data active means inhibition above about 50%
Target sequence (Q96LD8 whole entry, looked up): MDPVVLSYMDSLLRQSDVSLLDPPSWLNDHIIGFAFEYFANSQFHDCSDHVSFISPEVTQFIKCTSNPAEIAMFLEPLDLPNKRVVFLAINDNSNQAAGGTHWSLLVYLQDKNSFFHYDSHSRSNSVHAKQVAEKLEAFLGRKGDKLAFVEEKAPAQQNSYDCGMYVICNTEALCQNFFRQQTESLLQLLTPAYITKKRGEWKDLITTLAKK
UBC13 inh – UBC13 polyubiquitin chain formation inhibitors, primary screen, biochemical, TR-FRET, uHTS; inhibition, % at 20 µM; 330,000 compounds, 0.47% hits; AID 485273, 2010; in the data active means inhibition above about 45%, passing the limit was not always enough
Target sequence (P61088 whole entry, looked up): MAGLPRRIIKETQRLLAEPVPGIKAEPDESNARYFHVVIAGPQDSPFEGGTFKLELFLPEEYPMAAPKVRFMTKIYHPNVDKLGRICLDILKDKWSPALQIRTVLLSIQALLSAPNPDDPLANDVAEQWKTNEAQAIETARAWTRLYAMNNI
MIN6 prolif – inducers of MIN6 beta-cell proliferation, primary screen, ATP luminescence, uHTS; MIN6 cells proliferation, ATPlite luminescence, 48 h; cells starved in 0.2% serum; 100% = growth in 10% serum; proliferation, % at 10 µM; 330,000 compounds, 0.29% hits; AID 2380, 2010;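 active means compounds whose signal lies at least 3.5 SD above the mean of all wells on their plate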;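 further: 0% = DMSO-treated cells in low-serum medium and 100% = 10% serum control; some compounds called inactive have numbers as strong as hits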
PfG6PD inh – PfG6PD enzyme inhibitors, primary screen, biochemical, fluorescence intensity, uHTS; 350,000 compounds, 0.78% hits; PfGluPho enzyme, NADPH resazurin-diaphorase fluorescence; inhibition, % at 20 µM; AID 504690, 2011;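 active means inhibition reaching at least a set limit at 20 µM in the primary screen, cut at about 59% in these data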;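 further: 0% = DMSO wells with substrate and 100% = DMSO wells lacking glucose-6-phosphate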
SENP8 block-2 – human SENP8 protease inhibitors, primary screen, biochemical, fluorescence, Nedd8 protein substrate, uHTS | Sentrin-specific protease 8 (Homo sapiens), Q96LD8 | recombinant SENP8 | inhibition, % at 20 µM | 360,000 compounds, 0.64% hits | AID 602440, 2012; in the data active means inhibition mostly above about 40%, no sharp cut-off; inactive means mostly below about 27%
* = called active by the depositor; / = not tested or not shown; & = joins results of further samples.

SMILES	SENP6 block	SENP1 FRET inh	SENP7 block	HKDC1 inhibitor	SENP8 block-1	UBC13 inh	MIN6 prolif	PfG6PD inh	SENP8 block-2
O=C(Nc1nncs1)C1(c2ccccc2)CCCC1	-5.3	0.9	7.0	-1.4	-1.6	3.8	0.2	2.1	13.8
CCOc1cc(NC(=O)c2cccs2)c(OCC)cc1NC(=O)CCC(=O)NCCN1CCOCC1	14.8	-5.7	10.7	16.8	14.6	-0.2	-1.2	-6.0	6.8
COc1ccc(NC(=O)c2cc(-c3ccncc3)nc3ccccc23)c(OC)c1	3.1	4.5	11.7	-3.5	-4.4	-3.5	1.3	14.6	7.6
Cc1ccc(Cl)cc1N1CCN(C(=O)c2cc3c(=O)[nH]c4ccccc4c3n2C)CC1	-6.0	-0.3	-3.4	5.7	-8.7	4.6	0.0	-5.4	-7.1
COc1ccc(-c2sc3cc(OC)c(OC)cc3c2C#CCCO)cc1	0.1	-6.7	7.3	0.2	-2.9	35.2	0.1	14.2	-455.5
CCN1C(=O)/C(=C\N2CCN(c3cccc(Cl)c3)CC2)SC1=S	5.2	-1.1	13.6	-1.8	3.5	-8.4	-2.3	-5.7	29.0
O=c1[nH]c2cc3c(cc2cc1C(c1nnnn1Cc1ccccc1)N1CCCCCC1)OCCO3 (stereo not given)	2.5	-20.1	0.2	-1.7	-0.8	-1.9	-1.7	-1.7	-238.8
CC(=O)c1cccc(NC(=O)C(C)OC(=O)CCn2c(C)csc2=O)c1 (stereo not given)	2.3	1.3	-6.5	-1.7	-3.6	-0.8	1.5	-6.0	7.2
COc1ccc(-c2cc(C(=O)NCC3CCCO3)c3cc(C)ccc3n2)cc1 (stereo not given)	-1.1	1.0	-2.5	-4.1	0.4	14.8	-4.0	12.9	-356.3
Nc1nc(Cl)cc(Sc2ccc(F)cc2)n1	-0.8	1.1	11.7	-0.7	-3.7	0.7	-1.2	-9.7	14.5
CC(C)C[C@H]1CN=C(Nc2ccccc2)N1CC1CCC(C(C)(C)C)CC1 (stereo not given in full)	-4.6	1.6	-1.4	3.2	-3.0	86.9*	-7.9	-3.6	33.5
O=C(Nc1ccccc1Oc1ccccc1)c1ccc(Br)o1	-4.6	-0.9	-7.2	-0.1	-2.3	12.3	1.3	-5.7	-25.5
Clc1ccc(-n2nnnc2-c2ccccc2)cc1	-11.4	2.4	3.2	-3.5	2.6	4.1	-0.4	4.1	25.1
Cn1cc(SCC(=O)NCC2CCCO2)c2ccccc21 (stereo not given)	-12.5	0.2	1.0	-7.7	0.8	-2.2	-2.0	-5.1	1.7
CN(C)c1ccc(/C=N/NC(=O)c2ccc3c(c2)OCO3)cc1	41.0	-19.4	47.7	-2.2	31.5	1.0	-0.5	2.8	-294.3
Nc1scc2c(C(=O)O)nn(-c3ccccc3)c(=O)c12	-17.5	-2.5	5.5	6.8	11.6	-6.6	-6.8	50.6	40.2*
COc1ccccc1/C=N/NC1=NCCCCC1	0.9	-0.7	8.2	-1.7	-2.9	1.5	-3.6	-4.8	18.5
O=C(NC1CCCCC1)C1CCN(C(=O)c2ccccc2Cl)CC1	-29.3	1.4	-9.6	-1.8	-11.5	1.1	-0.1	-16.0	8.2
Cc1cccc(NC(=O)C2CCN(S(=O)(=O)c3cccs3)CC2)c1	7.6	-0.3	-7.6	-0.6	1.8	-6.8	-4.0	17.0	5.7
COc1ccccc1NC(=S)NCCc1ccc(OC)c(OC)c1	7.0	1.0	-3.5	-4.6	10.4	1.3	-0.3	10.0	20.4
O=C(N/N=C/c1ccc([N+](=O)[O-])o1)c1cn(-c2ccccc2)nc1-c1ccc(Cl)cc1	-1.0	0.8	2.6	-6.5	4.4	-18.7	-3.6	-17.0	12.1
CCn1cc(CNC(=O)c2ccc3nc(Cc4ccccc4F)oc3c2)cn1	4.3	1.6	7.3	-6.8	5.7	-7.0	-3.7	2.5	9.1
CCC1(c2ccccc2)NC(=O)N(CC(=O)Nc2cc(S(=O)(=O)N3CCCCC3)ccc2OC(C)C)C1=O (stereo not given)	-14.3	0.3	0.1	2.6	-7.0	-8.9	-6.0	5.2	5.1
CCN1CCN(c2ccc(S(=O)(=O)N3CCCCC3)cc2NC(=O)c2cccc(C(F)(F)F)c2)CC1	-21.1	-1.3	9.9	0.6	-3.0	11.2	-7.8	14.6	6.0
CN(C)S(=O)(=O)N1CCN(C(=O)N2CCOCC2)CC1	-14.9	1.5	2.6	-4.8	-8.4	5.8	-2.6	-13.4	7.7

Next part.
SMILES	SENP6 block	SENP1 FRET inh	SENP7 block	HKDC1 inhibitor	SENP8 block-1	UBC13 inh	MIN6 prolif	PfG6PD inh	SENP8 block-2
C[C@H](CO)N1C[C@H](C)[C@@H](CN(C)Cc2ccc(C(=O)O)cc2)Oc2c(NS(=O)(=O)c3ccccc3)cccc2C1=O	10.6	-0.4	8.2	-8.7	-1.1	-3.2	-2.1	-11.6	17.2
Cn1c(Nc2cccc(Cl)c2)nc2ccccc21	21.9	0.6	4.2	5.0	-12.5	-4.2	-2.2	54.2	20.4
COc1cc(C2CC(c3cccs3)=NN2C(=O)CCl)ccc1OC(F)F (stereo not given)	-14.0	-24.4	-0.9	26.2	-8.0	5.0	-4.1	4.0	-228.5
NNC(=O)c1ccc(CSc2n[nH]c(=O)[nH]c2=O)cc1	13.8	0.0	5.8	-4.4	3.4	-2.8	-2.7	-17.0	25.4
COc1ccc(/C(N)=N/OC(=O)c2ccc([N+](=O)[O-])c(C)c2)cc1OC	-6.3	-0.1	2.4	-6.7	-19.5	-8.5	0.0	5.8	13.3
O=C(O)c1cc(-c2ccco2)nc2ccc(Br)cc12	-72.3&-3.6	1.7&4.3	-12.0&-0.6	30.0&0.4	-4.3&0.3	-23.5&-8.1	-2.7&0.0	17.6&34.8	-10.9
c1ccc(Cc2noc(CN3CCN(CCOc4ccccc4)CC3)n2)cc1	-28.5	-2.1	6.2	-17.9	-9.5	1.3	-1.8	1.5	4.3
COc1cc2[nH]cc(C(=O)NCc3ccccc3)c(=O)c2cc1OC	3.3	-0.8	3.8	-1.0	-1.1	-3.6	-3.2	4.4	-14.9
O=C(O)c1ccc(Cl)c(NCc2cccnc2)c1	-2.2	-0.3	-1.9	-3.9	-2.7	-7.6	0.8	-16.0	10.4
CCN(CC)C(=O)[C@H]1C[C@H](CC(=O)NC(C)(C)C)C(=O)N2CCc3c([nH]c4cc(-c5ccco5)ccc34)[C@]12C	/	-33.6	5.1	-3.8	/	/	/	13.1	-376.8
COc1ccc(OC)c(C(=O)c2oc3ccccc3c2NC(C)=O)c1	2.6	5.6	9.5	3.2	4.1	-8.0	-1.2	-2.4	-7.1
CCCNC(=S)N(Cc1cc2cc(C)ccc2n2nnnc12)CC(C)(C)CN(C)C	4.9	0.7	4.5	-8.3	2.7	12.3	-2.8	5.5	22.6
Fc1ccc(CN2CCN(c3ncnc4scc(-c5ccccc5)c34)CC2)cc1	-17.0	-0.8	1.4	3.9	-2.3	8.5	-6.5	39.6	13.3
O=C(COC(=O)c1c(F)cccc1F)NCCNC(=O)COC(=O)c1c(F)cccc1F	-10.9	1.0	-2.2	-3.0	-7.0	1.4	0.1	5.7	17.4
O=C(N/N=C/c1cc2c3c(c1O)CCCN3CCC2)c1ccccc1O	/	-25.5	/	-8.6	/	/	/	4.3	-205.6
CCc1cc(=O)oc2cc(C)c(CN3CCCC3)c(O)c12	-6.6	-1.2	6.8	9.5	3.1	-1.2	-3.2	18.1	10.1
Cc1nc(NC(=O)c2ccc(OCC(C)C)cc2)sc1Cc1ccc2c(c1)OCO2	13.5	-6.8	3.9	5.5	-1.9	-0.9	-5.6	5.2	-25.1
CCCNC(=O)CN1C(=O)NC(CCc2ccccc2)C1=O (stereo not given)	-11.1	1.0	-2.8	-10.4	-3.9	-6.1	0.3	-11.9	5.6
C=CCn1c(CCNC(=O)C(C)(C)C)nc2ccccc21	14.5	1.9	0.2	2.6	-5.7	3.9	1.5	-0.5	17.9
Nc1c(Cl)cc(-c2csc(NCCc3nc4cc(Cl)c(Cl)cc4n3CCCO)n2)cc1Cl	-2.5	-2.4	-0.6	-1.6	-11.8	-29.2	-8.7	17.2	-15.2
CCN(CC)c1ccc(/C=N/Nc2nc(C)cc(=O)[nH]2)c(O)c1	3.5	-24.6	-0.7	-14.6	0.4	-32.8	-2.5	-8.1	-407.7
CC(C)C(=O)Nc1ccc(C(=O)c2ccccc2)cc1	2.6	2.1	3.7	-7.5	3.4	2.9	-2.3	8.1	10.1
Cc1c(NC(=O)c2cc3nc(-c4ccc(Br)cc4)cc(C(F)(F)F)n3n2)c(=O)n(-c2ccccc2)n1C	-18.3	1.2	4.8	-0.1	-0.9	-1.1	-3.3	-15.4	-38.6
Cc1cc(NS(=O)(=O)c2ccc(NC(=O)CCCOc3ccccc3C)cc2)nc(C)n1	-6.2	-3.4	2.9	-0.8	7.0	0.4	-2.2	-2.4	5.2

Gathered by group: the compounds so far with fluorine.
SMILES	SENP6 block	SENP1 FRET inh	SENP7 block	HKDC1 inhibitor	SENP8 block-1	UBC13 inh	MIN6 prolif	PfG6PD inh	SENP8 block-2
Nc1nc(Cl)cc(Sc2ccc(F)cc2)n1	-0.8	1.1	11.7	-0.7	-3.7	0.7	-1.2	-9.7	14.5
CCn1cc(CNC(=O)c2ccc3nc(Cc4ccccc4F)oc3c2)cn1	4.3	1.6	7.3	-6.8	5.7	-7.0	-3.7	2.5	9.1
CCN1CCN(c2ccc(S(=O)(=O)N3CCCCC3)cc2NC(=O)c2cccc(C(F)(F)F)c2)CC1	-21.1	-1.3	9.9	0.6	-3.0	11.2	-7.8	14.6	6.0
COc1cc(C2CC(c3cccs3)=NN2C(=O)CCl)ccc1OC(F)F (stereo not given)	-14.0	-24.4	-0.9	26.2	-8.0	5.0	-4.1	4.0	-228.5
Fc1ccc(CN2CCN(c3ncnc4scc(-c5ccccc5)c34)CC2)cc1	-17.0	-0.8	1.4	3.9	-2.3	8.5	-6.5	39.6	13.3
O=C(COC(=O)c1c(F)cccc1F)NCCNC(=O)COC(=O)c1c(F)cccc1F	-10.9	1.0	-2.2	-3.0	-7.0	1.4	0.1	5.7	17.4
Cc1c(NC(=O)c2cc3nc(-c4ccc(Br)cc4)cc(C(F)(F)F)n3n2)c(=O)n(-c2ccccc2)n1C	-18.3	1.2	4.8	-0.1	-0.9	-1.1	-3.3	-15.4	-38.6

Compound profiles, from the list above. Order of values: SENP6 block	SENP1 FRET inh	SENP7 block	HKDC1 inhibitor	SENP8 block-1	UBC13 inh	MIN6 prolif	PfG6PD inh	SENP8 block-2
NNC(=O)c1ccc(CSc2n[nH]c(=O)[nH]c2=O)cc1 as listed: 13.8	0.0	5.8	-4.4	3.4	-2.8	-2.7	-17.0	25.4
COc1ccc(OC)c(C(=O)c2oc3ccccc3c2NC(C)=O)c1 as listed: 2.6	5.6	9.5	3.2	4.1	-8.0	-1.2	-2.4	-7.1
